p53 reactivator: mutant p53 re-activation in reporter cells | Potency, µM (doses to about 92.2 µM), for the others: top-dose activity change, positive = activation, actives largely listed as activators | H1299 p53-A138V BP100-luciferase reporter, luminescence, 24 h | 0.063% of 320,000 active; further: potency means the concentration at half of the fitted maximal effect; % of control where 0% means no effect; nearly all actives have a fitted effect of over 45% in size
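H1299 (p53-null), stable ts p53-A138V + BP100-Luc; 1000 cells/well, Opti-MEM/10% FBS; cpd 4 pt, 1:5; 24 h, 37 deg C, 5% CO2; detection reagent 10 min RT; luminescence.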
ELG1 repair inh: ELG1-dependent DNA repair inhibition | Potency, µM (highest dose often 46.1 µM), for inactives: at the highest dose activity change, negative = inhibition, most hits filed as inhibitors | 2.3% of 330,000 active | AID 504467 | HEK293T ELG1-luciferase reporter, luminescence, 16 h; DNA damage induced by 5-fluorouridine; further: potency means the concentration at half of the fitted maximal effect; on the % scale 0 is the no-effect control and ±100 the full control effect; nearly all actives have a fitted effect of over 55% in size
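Overnight (16 hr) co-exposure of 2,000 cells/well to 5-fluorouridine and compound at 37 °C preceded detection. Luciferase was quantified via ONE-Glo luminescence; loss of signal denotes inhibition.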
FLuc modulator: counter-screen for miR-21 project: firefly luciferase inhibitors or activators. P08659. purified FLuc, Km substrates, luminescence inhibition. Potency, µM (series often up to 57.5 µM), for the others: at the top dose activity change, negative = inhibition, usual class: inhibitors. 6.9% of 360,000 active;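 further: potency means the concentration at half of the fitted maximal effect; plate controls were vehicle for no effect and reference inhibitor for full effect; nearly all actives have a fitted effect of over 55% in size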
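Purified P. pyralis luciferase, 10 nM final, with Km-level 10 uM D-luciferin and 10 uM ATP in 50 mM Tris acetate pH 7.5, 10 mM Mg acetate, 0.01% Tween-20, 0.05% BSA; 6-point qHTS titration about 60 µM downward; luminescence read.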
NPC1 prom act: NPC1 promoter activation | Huh7 NPC1 promoter luciferase reporter, 24 h | Potency, µM (highest dose often 9.22 µM), for the others: at the highest dose activation, usual class: activators | 2.4% of 320,000 active;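 further: potency means the concentration at half of the fitted maximal effect; % of control where 0% means no effect; nearly all actives have a fitted effect of over 60% in size; reporter is driven by a mutant NPC1 promoter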
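Luminescence from an NPC1 promoter-driven luciferase reporter in stably transfected Huh7 cells was measured after 24 h compound treatment at 37 °C, followed by 10 min ambient incubation with luciferase detection reagent.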
TRPV1 agonist: activates the human vanilloid receptor TRPV1 | Q8NER1 | TRPV1-expressing cells, Fluo-8 calcium influx, agonist mode | activation, % at 8.33 µM | 0.19% of 320,000 active | AID 540275; in the data active means activation above about 80%; inconclusive means between about 30% and that limit; further: 0% is about no effect
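TRPV1-expressing cells were cultured overnight at 35.5C and loaded with Fluo-8 calcium dye for 40 to 90 min at room temperature. After a 10 s baseline, compound was added and calcium influx was read kinetically for 3 min (ex 480/em 520 nm).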
Tb PFK inh: T. brucei PFK enzyme inhibition. O15648. T. brucei PFK, ADP-Glo luminescence. Potency, µM (highest dose often 57.5 µM), for inactives: at the highest dose activity, negative = inhibition, most hits filed as inhibitors. 0.17% of 330,000 active;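 further: potency means the concentration at half of the fitted maximal effect; 0% = uninhibited 1x PFK enzyme wells and -100% = no-enzyme wells; nearly all actives have a fitted effect of over 60% in size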
Target sequence (O15648 whole entry, looked up): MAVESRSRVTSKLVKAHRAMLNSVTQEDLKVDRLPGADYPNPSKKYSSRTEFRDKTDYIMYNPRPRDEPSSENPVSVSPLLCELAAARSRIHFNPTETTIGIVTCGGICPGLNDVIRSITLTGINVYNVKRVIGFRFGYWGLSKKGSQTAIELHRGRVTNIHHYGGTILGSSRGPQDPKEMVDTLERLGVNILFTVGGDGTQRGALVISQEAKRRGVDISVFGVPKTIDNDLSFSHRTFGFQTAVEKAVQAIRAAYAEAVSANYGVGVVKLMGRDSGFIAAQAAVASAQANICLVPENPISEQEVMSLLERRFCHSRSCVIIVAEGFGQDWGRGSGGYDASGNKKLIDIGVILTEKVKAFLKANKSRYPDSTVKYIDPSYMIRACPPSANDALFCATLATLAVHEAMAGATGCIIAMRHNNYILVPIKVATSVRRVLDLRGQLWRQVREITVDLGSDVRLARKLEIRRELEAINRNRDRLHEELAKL
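Compounds were pin-transferred as a titration series up to 57 uM into substrate buffer (0.5 mM F6P, 0.1 mM ATP, pH 8.0), then 1.25 nM PFK was added and reactions ran 45 min before ADP-Glo detection.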
RORg inh: blocks mouse ROR gamma transcriptional activity; P51450; Drosophila S2 Gal4-RORgamma UAS-luciferase reporter, 20 h; Potency, µM (highest dose often 53.6 µM), for the others: at the top dose activity change, negative = inhibition, most hits filed as inhibitors; 5.4% of 310,000 active; further: potency means the concentration at half of the fitted maximal effect; on the % scale 0 is the no-effect control and ±100 the full control effect; nearly all actives have a fitted effect of over 60% in size
Target sequence (P51450 whole entry, looked up, the tested form may be a part): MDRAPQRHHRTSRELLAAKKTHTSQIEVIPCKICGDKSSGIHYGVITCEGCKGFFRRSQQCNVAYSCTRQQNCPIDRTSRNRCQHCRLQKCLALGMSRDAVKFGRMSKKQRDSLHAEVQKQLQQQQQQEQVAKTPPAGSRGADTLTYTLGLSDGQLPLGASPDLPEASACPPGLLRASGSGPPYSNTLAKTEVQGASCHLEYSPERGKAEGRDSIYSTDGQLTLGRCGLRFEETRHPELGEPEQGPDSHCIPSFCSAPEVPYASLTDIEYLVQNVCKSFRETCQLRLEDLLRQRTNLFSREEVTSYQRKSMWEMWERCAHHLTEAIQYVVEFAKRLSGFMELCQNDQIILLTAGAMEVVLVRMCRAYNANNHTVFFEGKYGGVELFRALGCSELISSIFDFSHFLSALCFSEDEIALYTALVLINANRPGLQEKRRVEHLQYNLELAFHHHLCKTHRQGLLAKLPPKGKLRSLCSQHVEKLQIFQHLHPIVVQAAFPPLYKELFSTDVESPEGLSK
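Stably transfected Drosophila Schneider cells are the test system, with ROR gamma fused to Gal4 and luciferase under UAS control; luminescence is read after 20 hr of 700 uM copper sulfate induction at ambient temperature.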
VP16 counter: counter-screen for ROR gamma inhibitors: Gal4-VP16 reporter; AID 2546; Drosophila S2 Gal4-VP16 UAS-luciferase, luminescence, 20 h; 3.5% of 310,000 active; Potency, µM (top dose mostly 53.6 µM), for the others: at the top dose activity, negative = inhibition, usual class: inhibitors;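 further: Gal4-VP16 expression switched on by copper sulfate through the metallothionein promoter; potency means the concentration at half of the fitted maximal effect; on the % scale 0 is the no-effect control and ±100 the full control effect; nearly all actives have a fitted effect of over 50% in size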
ELG1 genotoxic: inducers of genotoxicity in HEK293T ELG1-luciferase cells; HEK293T ELG1-luciferase reporter, luminescence, 16 h; Potency, µM (top dose mostly 46 µM), for inactives: at the highest dose activity change, positive = activation, actives largely listed as activators; 1.3% of 330,000 active; further: potency means the concentration at half of the fitted maximal effect; % of control where 0% means no effect; nearly all actives have a fitted effect of over 60% in size
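Step 1: seed 2,000 HEK293T ELG1-luciferase cells per well. Step 2: add compound or DMSO, incubate 16 hr at 37 °C. Step 3: ONE-Glo, 30 min at room temperature, read luminescence.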
BRCA1 expr act: increases BRCA1 expression; MCF7-BRCA1-FFLuc reporter, luminescence, 48 h; response scale: scaled: vehicle 0%, 10 µM genistein 100%; Potency, µM (titrated, usually from 46.1 µM), for inactives: at the highest dose activation, usual class: activators; 1.1% of 380,000 active; further: potency means the concentration at half of the fitted maximal effect; nearly all actives have a fitted effect of over 80% in size; some results filed as inactive show a strong effect at the top dose
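Luminescence from a BRCA1-driven firefly luciferase in MCF7 cells was the read-out, taken 15 min after substrate addition following 48 h compound exposure at 37 °C. Data were normalized to a 10 microM genistein control and DMSO vehicle.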
Rab9 prom act: activates the Rab9 promoter | Huh7 Rab9 promoter-luciferase reporter, luminescence, 24 h | Potency, µM (titrated, usually from 9.22 µM), for inactives: top-dose activation, negative = inhibition, usual class: activators | 2.8% of 320,000 active; further: potency means the concentration at half of the fitted maximal effect; % of control where 0% means no effect; nearly all actives have a fitted effect of over 60% in size
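Huh7 cells stably carrying Rab9 promoter–luciferase reporter, plated 1500 cells/well, compound added after 2 h and incubated 24 h at 37 °C; luciferase luminescence then read after 10 min with detection reagent.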
The depositor's hits bear a star; ? = inconclusive; . = not tested or not shown; [ ] = another dose, or the depositor's remark. Unless noted, the call rests on the fitted dose curve; in most records, active means well fitted curve in the direction sought with a large enough effect; inconclusive means small, poorly fitted or top-dose-only effect, or another doubt; inactive means no such curve, though single readings can be large; an effect the other way counts as inactive or inconclusive. Not a hit list. About 15% of those tested had a hit in this group.

1) CCC1CCc2c(sc3ncnc(N4CCOCC4)c23)C1 (centres undefined)
2) Cc1ccc(Cl)cc1N1CCN(C(=S)NCCc2ccccc2)CC1
3) Cc1ccc(Nc2nc(N)c([N+](=O)[O-])c(NCc3ccccc3)n2)cc1
4) NS(=O)(=O)c1ccc(CCN=Cc2ccccc2O)cc1
5) CC(C)(C)C(=O)NC(NC(=S)Nc1ccc(S(N)(=O)=O)cc1)C(Cl)(Cl)Cl (centres undefined)
6) CC1C(=O)N2CCCc3cc(NC(=O)C(=O)NCCc4c[nH]c5ccccc45)cc1c32 (centres undefined)
screen / no.	1	2	3	4	5	6
BRCA1 expr act	9%	-13%	-58%	-9%	-4%	-32%
RORg inh	-13%	?	33%	-4%	4%	.
ELG1 repair inh	?	?	0%	0%	1%	?
NPC1 prom act	3%	1%	1%	-1%	-2%	1%
TRPV1 agonist	-8	-3	-1	-4	0	-3
Rab9 prom act	-11%	1%	6%	-1%	1%	1%
VP16 counter	-14%	?	-16%	-8%	-3%	.
p53 reactivator	-11%	1%	-3%	-2%	-2%	0%
FLuc modulator	-4%	-11%	-4%	1%	0%	3%
Tb PFK inh	-8%	0%	-1%	-10%	0%	1%
ELG1 genotoxic	0%	-1%	6%	-1%	1%	29%

7) CC(=O)C(=Cc1ccc(O)cc1)C(C)=O
8) Cc1ccnc(NC(=O)c2ccc(Cl)c(NC(=O)CCc3ccccc3)c2)c1
9) Nc1c(Cl)ncnc1N/N=C/c1ccc(O)cc1
10) C=CCOc1ccc(Br)cc1/C=N/O
11) O=C(NNC1CC(=O)N(c2ccccc2)C1=O)c1ccco1 (centres undefined)
12) CO/N=C(/C(=O)N[C@@H]1C(=O)N2C(C(=O)O)=CCS[C@H]12)c1cnc(N)s1
screen / no.	7	8	9	10	11	12
BRCA1 expr act	-4%	.	37%	-14%	-3%	.
RORg inh	-16%	-27%	10µM*	19%	-1%	-2%
ELG1 repair inh	3%	?	?	-25%	-4%	5%
NPC1 prom act	0%	10%	-3%	1%	-3%	-3%
TRPV1 agonist	-3	15	0	-4	1	5
Rab9 prom act	2%	5%	20%	2%	-9%	2%
VP16 counter	5%	-1%	13µM*	-9%	-2%	2%
p53 reactivator	-4%	12%	4%	-4%	10%	10%
FLuc modulator	-3%	?	13µM*	-2%	-13%	-6%
Tb PFK inh	0%	4%	-7%	-5%	0%	-1%
ELG1 genotoxic	-6%	-7%	?	-4%	1%	-3%

13) Cc1[nH]nc(N2CCCCCC2)c1[N+](=O)[O-]
14) CCOC(=O)/C=C1\SCC(=O)N1CC(=O)Nc1ccccc1OC(F)F
15) Cc1cc(=O)oc2cc(OCC(=O)N3c4ccccc4NC(=O)C3(C)C)ccc12
16) O=C(O)CCSc1nc2ccccc2n1Cc1ccccc1
17) CCOc1ccc(-c2cc(N3C(=O)Nc4ccccc4N3O)on2)cc1
18) COc1ccc(Nc2cc(C(=O)N3CCc4ccccc4C3)c3ccccc3n2)c(OC)c1
screen / no.	13	14	15	16	17	18
BRCA1 expr act	-17%	-5%	-46%	-6%	-20%	-41%
RORg inh	-4%	-2%	.	-2%	?	?
ELG1 repair inh	0%	-4%	?	-1%	?	21µM*
NPC1 prom act	-1%	3%	.	-5%	15%	-1%
TRPV1 agonist	-4	-2	.	4	1	1
Rab9 prom act	-3%	-2%	.	1%	16%	-1%
VP16 counter	7%	9%	.	-3%	?	-2%
p53 reactivator	4%	-3%	-12%	1%	-2%	-3%
FLuc modulator	1%	2%	.	-5%	2.4µM*	15µM*
Tb PFK inh	-1%	-2%	-6%	0%	5%	10%
ELG1 genotoxic	-1%	0%	0%	-2%	2%	-19%

19) OC(CN1CCOCC1)Cn1c2ccccc2c2ccccc21 (centres undefined)
20) Cc1cc(N2C(=O)C(O)=C(C(=O)c3cccs3)C2c2cccc(O)c2)no1 (centres undefined)
21) Cc1onc(-c2ccccc2Cl)c1C(=O)N1CCC(C)CC1
22) COc1ccc(-c2cc(=O)oc(-c3cccc(C)c3)n2)cc1
23) NS(=O)(=O)c1ccc(CCNC(=O)c2ccc[nH]c2=S)cc1
24) FC(F)(F)c1cccc(N2CCN(C(=S)NC3CCCCC3)CC2)c1
screen / no.	19	20	21	22	23	24
BRCA1 expr act	-20%	-8%	2%	-26%	-6%	-68%
RORg inh	-37%	0%	-17%	1%	?	16µM*
ELG1 repair inh	11%	-14%	-4%	7%	4%	-19%
NPC1 prom act	2%	3%	1%	0%	-3%	-1%
TRPV1 agonist	4	0	2	3	0	0
Rab9 prom act	9%	-5%	4%	-5%	0%	-9%
VP16 counter	-14%	0%	1%	-2%	11µM*	?
p53 reactivator	-2%	2%	-1%	2%	-7%	3%
FLuc modulator	-3%	-10%	2%	?	4%	1%
Tb PFK inh	-1%	-12%	1%	-27%	?	-3%
ELG1 genotoxic	-4%	1%	-4%	0%	1%	-2%

25) Cc1ccc(S(=O)(=O)NCCC(=O)NCC(c2ccco2)N2CCCCC2)cc1C (centres undefined)
26) COC(=O)C1CCN(Cc2ccc(OCCCN3CCN(c4ccc([N+](=O)[O-])cc4)CC3)cc2)CC1
27) COc1ccc(-n2c(CN3CCN(c4ccc(F)cc4)CC3)nc3ccc([N+](=O)[O-])cc3c2=O)c(OC)c1
28) COc1ccc2oc(=N)c(C(=O)Nc3ccc(Cl)cc3)cc2c1
29) O=C(CNCc1cccs1)Nc1ccc(OC(F)(F)F)cc1
30) Cc1ccc(C)c(-n2c(Cc3cccs3)n[nH]c2=S)c1
screen / no.	25	26	27	28	29	30
BRCA1 expr act	-15%	-39%	-15%	-4%	?	-17%
RORg inh	.	?	28%	24%	-22%	7.1µM*
ELG1 repair inh	-3%	-15%	?	?	?	-1%
NPC1 prom act	3%	-14%	-7%	?	10%	0%
TRPV1 agonist	0	-3	6	-2	-4	3
Rab9 prom act	1%	-17%	-6%	26%	-3%[1.84 µM]	-2%
VP16 counter	.	?	1%	-11%	-2%	3.2µM*
p53 reactivator	-3%	7%	-2%	-6%	10%	-4%
FLuc modulator	-21%	1%	0%	-10%	-18%	4%
Tb PFK inh	-2%	-3%	-10%	1%	-4%	-2%
ELG1 genotoxic	-3%	-9%	0%	1%	8%	-4%

31) Cc1onc(C(=O)Nc2ccccc2C(F)(F)F)c1[N+](=O)[O-]
32) CN1CCN(c2cnn(-c3ccccc3)c(=O)c2Br)CC1
33) CC(=O)Nc1ccc(NC(=O)c2ccc(-n3c(C)ccc3C)cc2)cc1
34) Cc1ccc(Cl)cc1NC(=O)CCN1C(=O)C2C3CCC(C3)C2C1=O (centres undefined)
35) CCN(C(=O)COC(=O)c1cc(Cl)ccc1OC)c1c(N)n(Cc2ccccc2)c(=O)[nH]c1=O
36) CCN1CCc2c(sc3c2c(NCc2ccco2)nc2nnnn23)C1
screen / no.	31	32	33	34	35	36
BRCA1 expr act	6%	74%	-27%	13%	4%	-33%
RORg inh	1%	2%	-22%	-3%	.	-2%
ELG1 repair inh	12%	?	2%	-5%	-10%	0%
NPC1 prom act	7%	5%	-5%	-1%	-1%	?
TRPV1 agonist	-4	-2	-1	1	-1	-3
Rab9 prom act	0%	15%	-4%	1%	0%	3%
VP16 counter	5%	9%	7%	4%	.	-7%
p53 reactivator	?	10%	25µM*	11%	0%	-2%
FLuc modulator	-1%	-6%	21µM*	5%	1%	3%
Tb PFK inh	-3%	-3%	-2%	-1%	-1%	2%
ELG1 genotoxic	0%	15%	?	0%	0%	4%

Sorted by length of the SMILES (smallest number first): 3 of the compounds above
32) CN1CCN(c2cnn(-c3ccccc3)c(=O)c2Br)CC1
33) CC(=O)Nc1ccc(NC(=O)c2ccc(-n3c(C)ccc3C)cc2)cc1
35) CCN(C(=O)COC(=O)c1cc(Cl)ccc1OC)c1c(N)n(Cc2ccccc2)c(=O)[nH]c1=O
screen / no.	32	33	35
BRCA1 expr act	74%	-27%	4%
RORg inh	2%	-22%	.
ELG1 repair inh	?	2%	-10%
NPC1 prom act	5%	-5%	-1%
TRPV1 agonist	-2	-1	-1
Rab9 prom act	15%	-4%	0%
VP16 counter	9%	7%	.
p53 reactivator	10%	25µM*	0%
FLuc modulator	-6%	21µM*	1%
Tb PFK inh	-3%	-2%	-1%
ELG1 genotoxic	15%	?	0%

Compound activity (PubChem BioAssay)
